IMP-1 inh: blocks Pseudomonas aeruginosa IMP-1 metallo-beta-lactamase. inhibition, % at 5.6 µM. 290,000 tested, 0.45% active. purified IMP-1, nitrocefin hydrolysis, epi-absorbance fluorescence;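 active means inhibition above the mean plus 3 SD of all compounds in the same screening run, cut at about 4.5% in these data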;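 further: 0% = IMP-1 with DMSO and 100% = DMSO wells lacking enzyme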
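System – purified recombinant IMP-1 beta-lactamase · Input – IMP-1 dispensed at 0.2 nM · Timing – 15 min preincubation plus 25 min reaction at 25 °C · Signal – Epi-absorbance fluorescence, 480 nm excitation, 530 nm emission · Measure – percent IMP-1 inhibition derived from blank-referenced optical density · Controls – Enzyme-plus-DMSO low control, enzyme-free DMSO high control · Replication – singlicate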
CRFR2-BP antag: antagonists of CRF-binding protein/CRF-R2 receptor complex; 350,000 tested, 0.59% active; HEK293 CRF-R2/CRF-BP, CRF-induced calcium fluorescence; inhibition, % at 11.8 µM;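 active means inhibition of the ligand-induced calcium signal above about 50% at the single tested concentration, limit read from the data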
VIM-2 inh: blocks Pseudomonas aeruginosa VIM-2 metallo-beta-lactamase. AID 1527. 290,000 tested, 0.89% active. inhibition, % at 5.6 µM. purified VIM-2, nitrocefin hydrolysis, epi-absorbance fluorescence;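 active means inhibition above the mean of all tested compounds plus 3 SD, cutoff set per screening run, cut at about 7.5% in these data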;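 further: red hydrolysis product quenches plate fluorescence so inhibitors raise well fluorescence; 0% = enzyme with DMSO and 100% = DMSO without enzyme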
IDE cell activ: activators of human insulin-degrading enzyme in cells. P14735. activation, % at 5.96 µM. HEK cells, FAbeta-B cleavage, fluorescence polarization; 0% vehicle, 100% cell-free pure enzyme wells. 340,000 tested, 0.073% active. AID 493087;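 active means activation above the mean of all tested compounds plus 3 SD, set per screening campaign, cut at about 17% in these data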
IDE inh: cellular human IDE inhibition. 320,000 tested, 0.41% active. inhibition, % at 5.59 µM. P14735. HEK cells, FAbetaB cleavage, fluorescence polarization;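 active means percent inhibition above the average of all tested compounds plus 3 SD, set per screening campaign, cut at about 16% in these data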;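 further: IDE supplied by intact live HEK cells; FP after avidin binding of uncleaved biotin substrate so inhibition keeps polarization high; 0% = DMSO wells and 100% = 60 µM reference IDE inhibitor Ii1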
NS3 helicase inh: blocks Hepatitis C virus NS3 helicase unwinding. NS3 helicase DNA unwinding, Cy5 molecular beacon fluorescence. inhibition, % at 10.9 µM. 290,000 tested, 0.56% active;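 active means inhibition above the mean of all tested compounds plus 3 SD, set per campaign, cut at about 35% in these data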;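 further: 0% = DMSO wells and 100% = thioflavine S control wells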
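System: HCV NS3 helicase fragment; control set: DMSO and thioflavine S; technique: Cy5 fluorescence at 0 and 60 min, beacon hairpin quenching; reagent: beacon DNA duplex substrate plus ATP; replicates: singlicate; schedule: 1 h reaction at 25 °C, ATP-initiated; medium: MOPS buffer pH 6.5 with MgCl2, DTT, Tween20, BSA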
UBC9 SUMO inh: blocks human SUMOylation mediated by UBC9; inhibition, % at 35 µM; P63279; 290,000 tested, 0.36% active; AID 2006; HTRF SUMOylation assay, SAE1/SAE2 + UBC9, in vitro; in the data active means inhibition above about 50%, passing the limit was not always enough; further: strong numbers were not always called active
Target sequence (P63279 whole entry, looked up): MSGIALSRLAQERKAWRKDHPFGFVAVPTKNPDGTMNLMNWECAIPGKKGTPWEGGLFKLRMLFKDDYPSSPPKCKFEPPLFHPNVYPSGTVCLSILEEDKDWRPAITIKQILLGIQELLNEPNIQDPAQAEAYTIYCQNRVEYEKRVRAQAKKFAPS
p-CIP stab down: lowers stability of the mouse p/CIP coactivator protein | Q05BA5 | F442A p/CIP-EGFP cells, EGFP fluorescence, 16 h | decrease of EGFP signal, % at 10 µM | 290,000 tested, 0.01% active | AID 1984;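 active means EGFP signal decrease of at least 30% at 10 µM or well 3 SD below plate mean, unless failing retest; inactive means the rest, including hits failing retest or dose response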; further: some compounds called inactive have numbers as strong as hits; many of its hits are not listed in these tables
GalR3 antag: blocks the human galanin receptor 3; HEK293 GalR3-CNG cAMP membrane potential fluorescence; galR3 body fused to GalR1 C-terminus; inhibition, % at 3 µM; 360,000 tested, 0.44% active;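 active means inhibition above the screen-wide average plus 3 SD, cut at about 13% in these data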;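 further: forskolin and galanin both at EC90 stimulate the cells; cAMP rise reported by CNG channel membrane potential dye signal; 0% = forskolin plus galanin with DMSO and 100% = forskolin alone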
Target sequence (O60755 1-299 limits assumed): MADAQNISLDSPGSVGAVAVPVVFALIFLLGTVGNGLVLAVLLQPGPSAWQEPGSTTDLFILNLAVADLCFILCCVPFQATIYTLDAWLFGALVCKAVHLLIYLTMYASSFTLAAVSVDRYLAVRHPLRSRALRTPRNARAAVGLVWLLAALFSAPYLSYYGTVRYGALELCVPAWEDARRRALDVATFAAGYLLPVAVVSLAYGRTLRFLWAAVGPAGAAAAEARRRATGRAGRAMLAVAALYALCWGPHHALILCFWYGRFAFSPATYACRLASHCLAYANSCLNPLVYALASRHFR
* hit, by the source's call; / = no result given.

SMILES	IMP-1 inh	CRFR2-BP antag	VIM-2 inh	IDE cell activ	IDE inh	NS3 helicase inh	UBC9 SUMO inh	p-CIP stab down	GalR3 antag
COc1ccc(S(=O)(=O)NC2CC2)cc1-n1cnnn1	-1.8	-12	-2.4	/	3	-1	7	-4	-3
COc1cc(SC)ccc1C(=O)Nc1ccc(S(=O)(=O)N2CCCC2)cc1	0.6	7	0.6	0	-1	1	19	7	-3
COc1ccc(C(=O)Nc2ccc3nc(N4CCN(C)CC4)cc(C)c3c2)c(OC)c1	-1.1	0	0.5	-2	3	-52	9	-1	-8
CCc1cc(C(=O)N2CCN(S(=O)(=O)c3ccc(Cl)cc3)CC2)sc1C	/	11	/	-1	0	/	/	/	-8
CC(C)CN(C(=O)c1ccc(S(=O)(=O)N2CCOCC2)cc1)C1CCS(=O)(=O)C1 (stereo not given)	/	8	/	0	10	/	/	/	1
COc1cccc(N(CC(=O)N2CCN(c3ccccc3OC)CC2)S(C)(=O)=O)c1	-4.7	16	-2.9	-2	3	-4	1	4	-3
CCCc1[nH]c(=O)c(C#N)c2c1COC(C)(C)C2	-1.1	-1	-2.3	-3	-5	1	10	0	-3
CC(C)OCCCNC(=O)c1ccc(NS(C)(=O)=O)cc1	-4.6	-4	-1.8	-4	-5	-4	-2	-8	-1
O=C(O)/C=C/c1ccc(-n2ccnc2)cc1	-3.5	4	-3.6	7	4	-21	-4	-4	-5
O=C(C(Cc1ccccc1)N1C(=O)C2C3CCC(C3)C2C1=O)N1CCCCC1 (stereo not given)	-2.4	-8	-2.8	4	-2	-1	0	4	-5
CCCOC1CCCN(Cc2nc(-c3ccc(C(=O)OC)cc3)no2)C1 (stereo not given)	-4.9	2	-2.1	6	-5	4	0	1	-5
COc1ccc(-c2nc(C#N)c(N3CCCCC3)o2)cc1	-1.8	14	3.6	2	0	-4	4	-2	-9
C=CCNC(=O)C(=O)NCCCN1CCOCC1	-3.9	-31	1.1	2	-4	-15	7	5	-4
COc1ccnc(N2CCN(c3ccc(Cl)cc3)CC2)c1C#N	0.9	-10	1.7	1	-1	2	-8	-7	-5
CCOC(=O)Cc1c(C)c2c(C)nn(-c3ccccc3)c2oc1=O	-6.1	12	-2.2	5	-2	11	-1	3	12
Cc1ccc(C(=O)N(CCCN(C)C)c2nc3ccc(Cl)cc3s2)cc1C	1.6	-19	1.6	5	-6	-57	-7	11	-11
O=C(N=c1ccn(-c2nc3ccccc3nc2NS(=O)(=O)c2ccc(Cl)cc2)cc1)c1cccs1	0.8	-20	1.2	-7	10	15	10	-29	1
O=C(CN1C(=O)NC2(CCCC2)C1=O)Nc1cccc(Cl)c1Cl	-1.4	-5	-0.5	4	1	-8	-10	5	-4
Cc1ccc(NC(NC(=O)c2cccnc2)C(Cl)(Cl)Cl)cc1 (stereo not given)	-3.3	-27	-1.0	1	8	-3	-12	5	-3
COc1ccc(N(CC(=O)NCCc2ccc(OC)c(OC)c2)S(=O)(=O)c2c(C)noc2C)cc1	-1.8	108*	-4.6	7	-1	-5	-4	2	-5
O=C(c1ccc(S(=O)(=O)N2CCCC2)cc1)N1CCN(c2ccccc2)CC1	-2.7	4	-2.5	1	-1	5	10	5	-11
COc1ccc(OC)c(/C=N\NC(=O)c2ccc(COc3ccc(C)cc3[N+](=O)[O-])o2)c1	/	-2	/	5	0	/	/	/	-2
O=c1cc(CSc2nnc(Nc3ccccc3)s2)nc2sccn12	-2.2	-8	-0.7	4	-2	4	8	0	0
Cc1cc([N+](=O)[O-])ccc1-c1ccc(C2Nc3ccccc3C(=O)N2O)o1 (stereo not given)	-5.5	-43	-4.6	-8	0	-1	25	7	-7
COc1cc(NC(=O)c2ccc(C(=O)c3ccccc3)cc2)cc(OC)c1OC	0.7	3	-0.3	-19	14	-8	-15	3	-5
COc1ccc(N2CCN(C(=O)c3ccc(CS(=O)(=O)c4ccc(Br)cc4)o3)CC2)cc1	-3.2	11	-2.2	0	1	3	19	-4	-7
O=C1C=C(Nc2ccc(O)cc2)CC(c2ccco2)C1 (stereo not given)	-4.4	2	-0.4	3	3	18	9	-8	-5
Cn1c(=O)cc(OCCCC(=O)N2CCN(c3ccccn3)CC2)c2ccccc21	-2.2	10	-0.1	0	1	9	21	-6	-2
CSc1ccc(S(=O)(=O)Nc2ccc3c4c(cccc24)CC3)cc1	-1.0	-13	3.6	-1	2	-14	-38	-2	-6
N#Cc1c(-c2ccc(F)cc2)nc2n(c1=O)CCS2	-1.4	15	-4.5	4	2	1	11	1	-6
COc1ccccc1C(=O)N/C(=C/c1ccccc1)C(=O)Nc1ccc(C(=O)O)cc1	-1.8	37	-3.1	2	-2	-5	24	18	0
Cc1nn(C(C)C(=O)NCCc2ccco2)c(=O)c2nn(-c3ccccc3)c(C)c12 (stereo not given)	-0.7	7	-1.4	0	0	4	13	-13	-3
Cc1ccc(C(=O)N2CCN(c3ccccc3O)CC2)cc1S(=O)(=O)N1CCCCC1	/	3	/	1	4	/	/	/	1
COC(=O)c1ccc(OC(=O)c2ccncc2)cc1O	-1.9	5	-0.9	4	4	10	2	6	-10
COc1ccc(-n2c(C)cc(C(=O)COc3ccc(C)nc3[N+](=O)[O-])c2C)cc1	-2.9	16	0.5	1	3	10	10	3	-2
Cc1ccc(S(=O)(=O)N(C)C)cc1NC(=O)C1CCCCN1S(=O)(=O)c1ccccc1 (stereo not given)	/	-1	/	4	0	/	/	/	-3
O=C(N/N=C1/CCSC1)c1cc(Br)ccc1O	-3.1	9	-2.0	2	-2	21	6	-8	-1
Fc1ccccc1C1c2[nH]c3ccccc3c2CCN1Cc1cccn1-c1ncccn1 (stereo not given)	-2.2	-69	-3.9	9	-3	-12	11	-4	-6
Cc1cc(NC(=O)c2ccccc2Cl)c(C(C)C)cc1O	-3.1	28	-0.8	-3	-2	-1	2	-7	-8
O=S(=O)(Nc1n[nH]c(C(F)(F)F)n1)c1ccccc1	-0.9	-2	1.1	10	4	4	9	2	-3
COc1ccc(S(=O)(=O)N2CCCOC2CNC(=O)C(=O)NCc2ccccc2F)cc1C (stereo not given)	-3.8	-3	-0.8	1	-1	8	10	2	-1
CCN(CC)S(=O)(=O)c1ccc(N/N=C(\C)c2cccnc2)nc1	-1.4	-23	1.2	-5	2	1	2	-3	-6
O=C(C1CCCN(S(=O)(=O)c2cnc[nH]2)C1)N1CCN(Cc2ccccc2)CC1 (stereo not given)	-1.4	7	-2.5	0	1	-3	8	7	/
COc1ccc(/C=C(\NC(=O)c2ccco2)C(=O)N2CCOCC2)cc1	-1.5	3	1.9	2	-2	-5	17	-9	-6
Nc1nc2ccc(C(=O)NC3CCCCC3)cc2s1	-2.5	-8	-4.0	-3	-5	3	17	-7	-5
Cc1cc(C)c2nc(-c3ccccn3)cc(C(=O)n3cccn3)c2c1	-3.1	15	-4.0	-2	1	9	12	3	1
CC(C)S(=O)(=O)c1ccc(C(=O)Nc2ccc(F)cc2F)cn1	-1.7	10	-1.4	5	3	-9	-4	0	1
CC1(C)Oc2cc(N)c([N+](=O)[O-])cc2O1	4.0	2	-3.0	5	-1	54*	-4	-9	2
O=C(CN1CCN(CC(=O)Nc2cccc(F)c2)CC1)NCC1(N2CCOCC2)CCCCC1	/	-2	/	3	4	/	/	/	-2
C[C@]12c3[nH]c4ccccc4c3CCN1C(=O)C(CC(=O)NCC13CC4CC(CC(C4)C1)C3)C[C@@H]2C(=O)N1CCOCC1 (stereo not given in full)	/	-48	/	5	0	/	/	/	-4
O=C(c1ccc(=O)[nH]c1)N(Cc1cccs1)C1(C(=O)NC2CCCC2)CCCCC1	-2.4	27	-4.9	7	-2	0	-13	4	-2
C=CCNC(=S)NNC(=O)c1ccc(C)c(Cl)c1	-3.9	21	-3.8	2	2	9	19	3	8
Cc1nc2sc3c(c2c(=O)o1)CC(C)(C)OC3	-0.3	-2	-3.6	3	1	1	20	-1	-1
CCOC(=O)N1CCN(C(=O)c2cccn3c(=O)c4sccc4nc23)CC1	-6.2	17	-3.3	2	-5	9	49	-10	-6
O=C(NC(=S)Nn1cnnc1)c1ccccc1	/	-4	/	5	-2	/	/	/	0
CC1Cc2ccccc2N1C(=O)CSc1nc2ccccc2o1 (stereo not given)	1.6	4	0.7	-6	1	10	2	-3	-6
O=C(Nc1nnc(-c2cccnc2)o1)c1cccc(Cl)c1	-2.8	-3	-3.3	2	-2	1	5	-2	-5
COc1cccc(C(=O)N(Cc2ccccc2)Cc2cc3cc4c(cc3[nH]c2=O)OCCO4)c1	-1.2	-13	-0.2	-2	4	1	16	-2	-5
c1ccc(CCCCN2C(Nc3ccccc3)=NC[C@@H]2Cc2ccccc2)cc1	/	-7	/	5	3	/	/	/	-5
CCN(CC)CC(C)(C)COC(=O)c1oc2ccccc2c1C	-2.1	-11	-0.2	2	-5	-8	15	3	-7

Going on with the list.
SMILES	IMP-1 inh	CRFR2-BP antag	VIM-2 inh	IDE cell activ	IDE inh	NS3 helicase inh	UBC9 SUMO inh	p-CIP stab down	GalR3 antag
COc1ccc(NC(=O)c2cc(S(=O)(=O)N3CCCC3)cn2C)cc1Cl	-3.2	-10	-3.7	-2	-1	-13	9	-7	/
Cc1ccc(CNC(=O)c2nnn(CC(=O)Nc3cccc(C)c3C)c2N)cc1	-2.4	16	-4.6	3	-6	-1	12	8	-7
Cc1ccc(S(=O)(=O)CCC(=O)Nc2nc3c(s2)CCCC3)cc1	0.1	-4	-3.4	-6	2	-4	18	-8	0
CCCOc1ccc(Cl)cc1/C=C1/C(=O)ON=C1C	-1.6	10	3.5	-1	4	10	-6	0	-12
CC(=O)NC(Cc1cc(C)ccc1C)C(=O)N1CCN(C(=O)c2ccccc2Br)CC1 (stereo not given)	-2.4	-23	-0.4	-2	0	5	-3	-13	-3
O=C(O)C1C2C=CC(O2)C1C(=O)Nc1ccc2c(c1)OCCO2 (stereo not given)	-3.5	/	-5.1	/	1	3	11	3	/
CC(C)CN1CCCC(N2CCN(c3cccc(Cl)c3)CC2)C1 (stereo not given)	2.3	7	1.0	3	4	7	-6	-1	-3
CC(C)C(=O)N(Nc1nc2ccccc2s1)C(=O)C(C)C	-2.9	20	-1.1	7	6	-5	-11	-2	-2

Screens (PubChem)
